# PPC-1+TRAIL kill – compounds killing PPC-1 cancer cells with TRAIL present, primary screen, TRAIL potentiator project, ATPLite luminescence, uHTS | actives 0.41% (n = 220,000) | PPC-1 cells + TRAIL, ATPLite viability luminescence | cell killing (% activity), % at 4 µM;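 active means cell killing above 50% in the first pass at 4 µM, then a duplicate retest at 5 µM averaging 50% or more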;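 further: plate controls were cells with TRAIL plus DMSO for no effect and medium-only wells lacking cells for full effect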
# TRPML3 ag – human TRPML3 channel agonists, primary screen, cell-based, HEK293 TRPML3-YFP, Fluo-8 calcium fluorescence, 3 µM; Mucolipin-3 (Homo sapiens), Q8TDD5; 100% = the carbachol control signal; activation, % at 3 µM; actives 0.29% (n = 220,000); AID 1448, 2008;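 active means activation above its plate's cutoff, the mean activation of the plate's test wells plus 3 SD, cut at about 12% in these data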;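 further: 0% = DMSO only wells and 100% = carbachol wells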
#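 Material: TRPML3-YFP stable HEK293 cells | Dosing: One concentration, 3 µM nominal, 0.3% DMSO | Timing: 125 s total fluorescence read per well | Technique: Fluo-8 calcium dye fluorescence, ex 470-495, em 515-575 nm | Measure: Percent activation from peak-to-basal fluorescence ratio, scaled between DMSO and carbachol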
# BaF3 parental – parental Ba/F3 cell viability inhibition, counter-screen for JAK2V617F inhibitor project, murine pro-B, CellTiter-Glo luminescence; actives 1.1% (n = 220,000); AID 1486, 2009; CellTiter-Glo ATP luminescence; inhibition, % at 5.6 µM;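 active means inhibition above a per-campaign cutoff, the mean inhibition of all tested compounds plus 3 SD, cut at about 27% in these data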;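 further: 0% = DMSO wells and 100% = JAK Inhibitor I control wells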
# Wee1 degr inh – Wee1 degradation inhibitors, primary screen, cell-based, HeLa, Wee1K328M-luciferase, luminescence. actives 1.2% (n = 220,000). Wee1-like protein kinase (Homo sapiens), P30291. AID 1321, 2008. HeLa Luc-Wee1K328M stability; 100% = proteasome inhibitor MG132 effect. reporter increase, % at 5 µM;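 active means activation above the mean of all tested compounds plus 3 SD, set per screening run, cut at about 8.8% in these data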;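 further: cells exposed to compound for 20 h before luminescence read; 0% = DMSO alone and 100% = MG132 at 30 µM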
# Target sequence (P30291 whole entry K328M): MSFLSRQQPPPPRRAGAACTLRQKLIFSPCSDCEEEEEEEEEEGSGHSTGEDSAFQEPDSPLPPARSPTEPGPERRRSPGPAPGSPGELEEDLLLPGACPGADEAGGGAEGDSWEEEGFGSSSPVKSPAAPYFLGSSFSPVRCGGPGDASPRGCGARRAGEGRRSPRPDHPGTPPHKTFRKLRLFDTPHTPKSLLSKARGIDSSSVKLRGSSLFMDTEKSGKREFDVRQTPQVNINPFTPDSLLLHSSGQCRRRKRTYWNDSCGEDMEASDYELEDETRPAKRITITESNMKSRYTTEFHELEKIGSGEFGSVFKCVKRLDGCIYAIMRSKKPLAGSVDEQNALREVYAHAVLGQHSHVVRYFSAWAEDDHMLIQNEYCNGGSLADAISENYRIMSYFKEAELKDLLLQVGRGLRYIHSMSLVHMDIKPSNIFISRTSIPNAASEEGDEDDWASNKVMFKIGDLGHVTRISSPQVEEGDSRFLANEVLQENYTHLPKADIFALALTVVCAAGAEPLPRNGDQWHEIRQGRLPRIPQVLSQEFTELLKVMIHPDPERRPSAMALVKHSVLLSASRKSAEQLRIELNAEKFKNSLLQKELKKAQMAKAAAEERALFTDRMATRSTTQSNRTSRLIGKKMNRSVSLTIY
# zfTRPN1 agonist – zebrafish TRPN1 channel agonists, primary screen, cell-based, HEK293, calcium fluorescence | transient receptor potential cation channel N1 (TRPN1/NompC), Danio rerio | HEK293 zebrafish TRPN1-YFP, Fluo-8 calcium fluorescence; 100% = response to 87 µM carbachol | activation, % at 3 µM | actives 0.18% (n = 220,000) | AID 1424, 2008;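 active means activation above its plate's cutoff, the mean activation of test wells on that plate plus 3 SD, cut at about 19% in these data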;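 further: 0% = DMSO alone and 100% = 87 µM carbachol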
#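 Control set: carbachol 87 µM as high control, DMSO as low control; system: HEK293 stable line with zebrafish TRPN1-YFP; read-out: % activation versus carbachol response; detection: intracellular calcium fluorescence with Fluo-8; doses: single test compound dose, 3 µM nominal, 0.3% DMSO; schedule: dye 1 h 37 °C plus 30 min RT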
# Ba/F3 V617F tox – reduced viability of JAK2V617F-dependent Ba/F3 cells, primary screen, JAK2V617F inhibitor project, cell-based, Ba/F3 EpoR-JAK2V617F, luminescence; ATP luminescence; inhibition, % at 5.6 µM; actives 1.1% (n = 220,000);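 active means inhibition above the campaign mean plus 3 SD over all tested compounds, cut at about 24% in these data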;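 further: cytokine-independent growth of Ba/F3 cells driven by EpoR plus mutant JAK2; 0% = DMSO-treated cells and 100% = JAK inhibitor I control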
# TNF necrop inh – inhibitors of TNF-alpha triggered necroptosis, primary screen, cell-based, Jurkat FADD-/-, single concentration. Jurkat FADD-/- TNF necroptosis rescue, ATP luminescence, 24 h; 0 = TNF only, 100 = no-TNF cells. activation (protection from cell death), % at 10 µM. actives 0.068% (n = 220,000);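 active means activation, meaning protection from cell death, of at least 50% relative to plate controls; inactive means activation below 50%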;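 further: necroptosis triggered by 40 ng/mL TNF-alpha added together with compound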
# RBBP9 inh – human RBBP9 inhibitors, primary screen, biochemical, fluorescence polarization, FP-Rh probe, HTS | inhibition, % at 7.94 µM | Serine hydrolase RBBP9 (Homo sapiens), O75884 | recombinant RBBP9 | actives 0.2% (n = 220,000) | AID 1515, 2009;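 active means inhibition above the campaign mean of all tested compounds plus 3 SD, cut at about 14% in these data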;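 further: plate controls were DMSO wells with RBBP9 for no effect and wells lacking RBBP9 protein for full effect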
# Target sequence (O75884 whole entry, looked up): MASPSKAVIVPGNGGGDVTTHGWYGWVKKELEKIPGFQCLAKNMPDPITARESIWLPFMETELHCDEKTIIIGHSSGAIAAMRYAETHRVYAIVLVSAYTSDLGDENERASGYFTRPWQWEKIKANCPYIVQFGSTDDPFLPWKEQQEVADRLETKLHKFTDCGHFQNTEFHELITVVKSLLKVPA
#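 Material: RBBP9 protein. Amount: RBBP9 at 2.5 µM in dispensed solution, before mixing. Schedule: 30 min then 45 min, 25 °C. Medium: Tris buffer pH 8.0, NaCl, Pluronic. Measured by: fluorescence polarization. Measure: percent inhibition from mP, scaled between DMSO and no-protein wells. Replication: one well per compound.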
# CHOP inh – inhibitors of CHOP promoter induction, primary screen, cell-based, unfolded protein response, luciferase reporter; CHO-K1 CHOP-promoter luciferase, tunicamycin-induced, 15-18 h; inhibition, % at 10 µM; actives 3.8% (n = 220,000); AID 2732, 2010;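 active means compounds that reduced the stress-induced luciferase reporter signal by more than about 70% of percent inhibition, limit read from the data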;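 further: 0% = tunicamycin plus vehicle and 100% = wells without tunicamycin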
# * marks the source's active call; other numbers are inactive results; . = no result given.
canonical_smiles,PPC-1+TRAIL kill,TRPML3 ag,BaF3 parental,Wee1 degr inh,zfTRPN1 agonist,Ba/F3 V617F tox,TNF necrop inh,RBBP9 inh,CHOP inh
O=C(c1cccnc1)C1Cc2ccccc2C1=O (configuration not stated),30.1,0.5,3.0,0.2,-1.6,-1.9,-2.1,-5.2,6.4
O=C(c1ccccc1)c1c(O)nc(-c2ccccc2)n(-c2ccccc2)c1=O,2.2,0.6,6.2,1.9,-0.4,-3.8,1.4,-5.1,-0.8
O=C(OCC(=O)N1CCC(Cc2ccccc2)CC1)c1ccc[nH]c1=O,17.7,-0.4,-0.5,-2.2,-0.3,-2.2,0.9,3.7,12.6
O=[N+]([O-])c1c(NCCCO)cc(SCc2ccco2)c2nonc12,-8.6,0.2,-0.9,1.2,0.4,-2.2,-1.1,0.7,19.5
Cc1cc(C(=O)COC(=O)CCCN2C(=O)c3ccccc3C2=O)c(C)n1C,-6.6,-0.4,4.4,0.5,0.8,0.1,-3.2,-7.3,-20.7
Cc1cccc(C)c1NC(=O)CN(c1ccccn1)S(=O)(=O)c1ccccc1,-1.0,-0.1,3.0,-0.5,-1.3,0.7,0.1,-7.7,2.5
Cc1nn2c(-c3ccccn3)ccnc2c1Cl,11.1,0.2,4.0,1.0,0.1,-2.1,0.5,-0.5,-8.9
Cc1cccc(NC(=S)/N=C(\N)Nc2nc(C)c3ccc(C)cc3n2)c1,10.3,1.0,39.0*,2.1,0.7,34.5*,-14.2,-10.9,1.8
O=C(Nc1cc(-c2ccccc2)[nH]n1)c1ccccc1,1.6,0.8,1.6,-0.3,0.0,1.2,-18.2,-9.2,-6.4
c1coc(CNc2c3c(nc4ncnn24)CCCC3)c1,11.8,0.9,0.1,-2.7,1.6,-4.0,1.0,0.9,-9.3
COc1cc(NC(=O)c2nnn(Cc3ccc(SC)cc3)c2N)cc(OC)c1,-14.8,1.0,5.4,-0.2,1.5,0.0,-1.0,-26.4,22.7
COc1ccccc1C(=O)Nc1ccc(NC(=O)c2ccco2)c(C)c1,30.3,-0.3,2.1,-3.3,-0.3,2.6,-2.6,0.3,-6.2
CC1CC(OCC(O)CN2CCN(Cc3ccccc3)CC2)CC(C)(C)C1 (configuration not stated),.,0.1,4.4,4.3,2.3,3.9,-6.3,-4.1,40.0
O=C1CCCCC1Sc1nnc(Nc2ccccc2)s1 (configuration not stated),-1.5,-0.5,-1.9,8.9*,0.2,-0.5,2.8,-0.7,-19.1
CN1CCNC(=O)C1CC(=O)NCCC1=CCCCC1 (configuration not stated),-16.6,-0.2,3.5,3.0,-0.2,-3.9,-0.5,-2.2,18.9
COc1cc(CC(=O)N(c2ccccc2)c2nc(C)cs2)cc(OC)c1OC,-2.6,1.1,8.1,0.6,1.0,1.0,1.2,-4.0,5.7
C=C(C)C1CC=C(C)/C(=N/NC(=O)c2ccc(NC(=O)c3cccc(C)c3)cc2)C1 (configuration not stated),14.5,-0.3,0.2,-1.8,1.0,0.4,2.1,-4.1,21.7
CN(Cc1cnccn1)Cc1nc(Cc2ccccc2Cl)no1,9.1,0.8,5.1,6.3,1.0,0.1,0.6,-3.6,10.6
COc1cc(NC(=S)Nc2ccccn2)cc(OC)c1,23.2,0.2,2.8,3.4,0.4,-2.5,5.9,0.2,-25.9
CN(C)/C=C/C(=O)c1ccc(Br)cc1,1.4,0.6,1.0,4.5,0.7,-3.6,-0.5,-7.8,8.8
CN(C)S(=O)(=O)c1ccc(NC(=O)CN2CCc3ccccc32)cc1,16.5,0.8,-4.2,0.9,2.0,-1.1,-0.3,8.6,-13.0
CCCC(=O)NC(=S)Nc1cccc(NC(=O)c2ccccc2Cl)c1,-13.8,0.4,5.7,-2.5,3.0,-1.0,2.2,-6.4,20.6
COc1cc(/C=C2\SC(=O)N(CCNC(=O)c3cnc(C)cn3)C2=O)cc(OC)c1OC,11.4,0.3,9.7,-0.8,1.7,2.8,1.6,-2.6,0.0
CCCn1nnnc1SCC(=O)N1CCCc2ccccc21,12.7,0.7,-1.2,-2.9,1.0,2.3,1.6,-5.8,11.1
CCN(Cc1ccccc1)C1CCN(Cc2ccc(SC)cc2)CC1,7.4,1.6,3.2,-0.5,1.1,-1.5,0.7,2.1,12.9

# Continued.
canonical_smiles,PPC-1+TRAIL kill,TRPML3 ag,BaF3 parental,Wee1 degr inh,zfTRPN1 agonist,Ba/F3 V617F tox,TNF necrop inh,RBBP9 inh,CHOP inh
COc1cc2c(cc1OC)C[N+](C)(C)CC2,-3.3,-0.1,-8.0,6.2,1.3,5.8,0.4,-7.1,-1.5
COc1cccc(CN(C)C(=O)c2cccnc2SC)c1OC,9.8,-0.3,6.1,0.1,2.3,-0.3,0.4,-0.1,12.0
CCN(CC)c1ccc(C(=O)OCC(=O)Nc2sccc2C#N)cc1,-5.1,0.2,-0.4,2.4,-0.3,-3.8,2.0,-6.5,6.5
C=CCOC(=O)C1=C[C@@H](c2ccc3c(c2)OCO3)C[C@@H](OCc2ccc(CO)cc2)O1,3.6,0.2,4.1,2.8,1.4,1.1,2.3,-0.9,-1.7
S=C(NCc1ccco1)N1CCN(c2ccc(Cl)cc2)CC1,14.7,0.8,12.7,1.1,2.5,4.1,-0.9,-0.8,17.5
O=C(Nc1ccc(Cl)cc1)OCCn1nnnc1C(c1ccccc1)N1CCOCC1 (configuration not stated),12.7,-1.4,4.5,-5.1,1.6,3.8,0.6,1.7,23.4
O=C(COC(=O)Cc1ccc(S(=O)(=O)N2CCOCC2)s1)Nc1ccc2c(c1)OCO2,11.9,-0.1,1.7,-2.0,0.8,0.2,1.7,-11.8,10.4
Cc1csc(NC(=O)/C=C/c2ccc3c(c2)OCO3)n1,56.7*,1.3,13.7,2.3,5.1,9.6,1.1,-0.3,-13.4
CS(=O)(=O)N(CC(=O)Nc1ccc(S(=O)(=O)N2CCOCC2)cc1)c1ccccc1Br,11.9,1.1,7.2,-3.1,1.6,4.4,1.8,8.6,-4.0
O=C(Nc1ccc2oc(-c3ccccc3F)nc2c1)c1ccco1,-2.1,2.1,2.9,3.2,4.7,-2.3,1.1,-3.6,-15.2
Clc1nc(Oc2ccccc2)nc(-c2cn(-c3ccccc3)c3ccccc23)n1,4.1,0.3,1.9,1.5,1.6,5.9,-14.2,3.9,1.0
C=CCSc1nc2ccccc2n1C(=O)/C=C/c1ccc(OC)c(OC)c1,23.1,0.3,2.4,-2.6,-1.1,-2.4,-1.6,-7.5,109.5*
COc1ccc(CNc2ccc(S(N)(=O)=O)cc2)cc1,3.4,-0.4,-0.4,4.3,1.5,-1.8,0.6,-4.7,-20.7
OCCN1CCN(c2nc(-c3ccccc3)c3cc(Cl)ccc3n2)CC1,5.7,0.3,4.2,0.0,1.8,1.0,-9.5,-6.9,38.6
Cc1ccc(NC(=O)c2ccc3c(c2)N(CC(=O)N2CCCCC2)C(=O)C(C)(C)O3)cc1,19.2,0.1,3.4,5.7,0.5,-1.9,-3.0,-6.3,13.1
Fc1ccc(NC(=S)Nc2cc(Cl)ccc2Cl)cc1,22.9,0.3,-0.3,3.1,0.3,-3.0,-1.6,-8.4,19.2
CNC(=S)NNC(=O)c1ccccc1Cl,28.0,0.9,2.1,1.3,2.0,-1.3,0.7,-5.3,15.4
Cc1ccc(C2c3sc(=O)[nH]c3SC3C4CC(C5C(=O)N(C(C)C(=O)O)C(=O)C45)C23)cc1 (configuration not stated),22.3,0.1,5.5,2.4,0.4,-1.8,0.7,-5.4,-31.0
COc1ccc(NC(=O)CNS(=O)(=O)c2cccs2)c(OC)c1,12.7,0.0,0.1,7.1,-1.1,-3.0,-0.1,0.5,49.9
Cc1cccc(CN2C(=O)c3ccccc3Sc3ccc(C(=O)O)cc32)c1,-1.2,0.4,1.3,-2.8,0.6,-1.5,2.7,-4.2,-4.9
O=S(=O)(/N=C(\c1ccccc1)N1CCOCC1)c1cccs1,-9.9,1.0,2.0,-2.2,1.2,-2.0,-0.9,-2.6,-10.2
Cc1ccc(-c2ccc(CCC(=O)O)n2Cc2ccco2)cc1,14.7,1.2,15.5,-0.8,0.9,6.1,-0.9,-7.9,4.4
O=C(CCN1CCOCC1)Nc1cccc(Br)c1,-5.1,1.3,4.1,0.3,-0.2,2.2,0.3,-5.2,10.6
COc1ccc(CNC(=O)c2cc(-c3ccccc3O)n[nH]2)cc1,22.8,-0.3,0.1,-0.6,-2.0,1.9,-1.3,-13.6,12.6
Cc1cc(C)nc(NC(N)=NC(C)c2ccccc2)n1 (configuration not stated),11.3,-0.7,0.0,-0.7,-0.1,3.6,4.6,-9.8,16.2

# Later entries:
canonical_smiles,PPC-1+TRAIL kill,TRPML3 ag,BaF3 parental,Wee1 degr inh,zfTRPN1 agonist,Ba/F3 V617F tox,TNF necrop inh,RBBP9 inh,CHOP inh
O=C(NC(=Nc1ccccc1)N1CCOCC1)Nc1ccccc1,-12.8,0.0,95.8*,-0.5,1.5,1.1,-2.4,-6.2,7.0
O=C(CNCc1ccc(Cl)cc1)Nc1cccc(C(=O)O)c1,.,0.2,-1.3,1.3,0.2,-1.0,0.9,9.1,-25.2
O=C(CNC(=O)c1ccccc1)OCc1ccc([N+](=O)[O-])cc1,-15.4,0.2,-1.7,2.0,-0.1,-5.3,1.4,-3.6,26.6
Cc1ccc(N(CCC(=O)NC(C)(C)C)S(=O)(=O)c2ccc(C)cc2)cc1,6.9,-0.1,8.1,2.8,-1.9,4.1,0.3,-4.1,23.5
CCNC(=S)NNC(=O)c1cc(-c2ccccc2C)nc2ccccc12,-0.7,-0.6,0.0,0.3,0.5,-5.8,-2.8,3.7,13.6
COc1ccc(-c2nn(CCC#N)cc2/C=N/O)cc1,14.6,0.6,6.3,1.5,0.6,-2.4,-0.7,-11.0,11.6
O=C(Cn1cc(C(=O)COc2ccccc2)c2ccccc21)NCc1ccco1,31.9,-0.1,4.8,-1.9,0.1,3.0,-0.7,-10.9,-26.5
CCOc1ncccc1C(=O)Nc1cccc(-c2nc3cccnc3s2)c1,23.8,0.5,-0.1,1.0,2.7,-0.5,-7.6,-0.5,19.4

# Bioassay records: PubChem, several laboratories
